# AID2073 – inhibitors of Mint1-CaV2.2 protein interaction, biochemical, HTRF (AID 2073). HTRF protein-protein interaction, Mint1-CaV2.2; higher % means a stronger effect. one-dose inhibition, % at 20 µM; IC50 in µM for titrated hits. 290,000 tested, 0.19% active; in the data active = inhibition mostly above about 51%, no sharp cut-off; inconclusive = no clear call, values can overlap the other calls; inactive = mostly below about 53%; also: some results filed as inactive read as strong as hits
# SIAH1 antagonists – Siah-1 peptide-binding antagonists, primary screen, biochemical, fluorescence polarization, rhodamine-plectin, uHTS (AID 1817); displacement, % at 20 µM; hits with a dose series show IC50 in µM; Siah-1 / rhodamine-plectin peptide fluorescence polarization; higher % means a stronger effect; 290,000 tested, 0.02% active;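 active = displacement of at least 50% at 20 µM, with a fluorescence ratio check between 0.3 and a set limit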;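 also: plate controls were Siah plus tracer with DMSO for no effect and tracer alone without Siah for full effect; strong numbers were not always called active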
# NTR1 agonist – agonists of NTR1, primary screen, imaging, U2OS cells, beta-arrestin-GFP, high content (AID 493036); activation, % at 20 µM; NTR1-U2OS beta-arrestin-GFP spot imaging, agonist mode; 330,000 tested, 0.17% active; P30989;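 active = activation at or above 40% of the spot to cytoplasm intensity ratio, with at least 20 cells analyzed; inconclusive = wells under 20 cells, flagged as cytotoxic or low count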;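 also: 0% = DMSO without peptide and 100% = 100 nM NTR1 peptide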
# Target sequence (P30989 whole entry, looked up): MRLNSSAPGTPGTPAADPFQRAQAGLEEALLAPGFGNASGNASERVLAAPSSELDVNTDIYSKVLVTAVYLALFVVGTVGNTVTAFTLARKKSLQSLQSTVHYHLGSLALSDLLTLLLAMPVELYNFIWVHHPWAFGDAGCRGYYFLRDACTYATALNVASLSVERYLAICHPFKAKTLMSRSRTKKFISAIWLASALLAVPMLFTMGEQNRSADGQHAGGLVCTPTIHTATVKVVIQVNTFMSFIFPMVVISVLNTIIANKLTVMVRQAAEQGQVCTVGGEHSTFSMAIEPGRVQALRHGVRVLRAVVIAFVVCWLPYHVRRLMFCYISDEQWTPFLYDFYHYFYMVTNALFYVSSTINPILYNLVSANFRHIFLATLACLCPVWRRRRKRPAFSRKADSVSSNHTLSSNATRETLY
# UTI89 phage lysis – inhibition of K1F phage lysis, E. coli UTI89, bacterial capsule biogenesis inhibitors, alamar blue (AID 488966) | E. coli UTI89 K1F phage lysis, alamar blue, 2 h; higher % means a stronger effect | 340,000 tested, 0.02% active | inhibition, % at 100 µM; hits with a dose series show IC50 in µM;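 active = phage lysis inhibition, versus mean bacterial control, above a set limit; inconclusive = no clear call, values can overlap the other calls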;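 also: capsule biogenesis inhibitors block K1F phage lysis so surviving cells raise fluorescence; higher fluorescence means more inhibition of phage lysis; actives were called in the ten point dose series up to 300 µM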
# Large T inhibition – SV40 large T antigen inhibitors, biochemical (AID 1903); SV40 large T antigen ATPase/helicase inhibition assay; higher % means a stronger effect; inhibition, % at 20 µM; hits with a dose series show IC50 in µM; 310,000 tested, 0.39% active; in the data active = a potency from the dose series; inconclusive = inhibition mostly from about 32% at the one dose, without a potency; inactive = the rest, 99 in 100 with inhibition below about 32%; also: strong numbers were not always called active
# RSV CPE inhibition – RSV antiviral activity via CPE protection, HEp-2 cells, primary 10 µM value included (AID 2391) | HEp-2 cells, RSV-induced CPE inhibition; higher % means a stronger effect | CPE inhibition, % at 10 µM, or IC50 in µM where a hit was titrated | 310,000 tested, 0.13% active; in the data active = a potency from the dose series; inconclusive = CPE inhibition mostly from about 23% at the one dose, without a potency; inactive = the rest, 99 in 100 with CPE inhibition below about 21%; also: strong numbers were not always called active
# Dengue-2 NS5 capping – flavivirus cap methylation enzyme inhibition – biochemical, confirmation dose response, primary screen (AID 588689); Dengue-2 NS5 methyltransferase capping enzyme assay, biochemical; higher % means a stronger effect; one-dose inhibition, % at 25 µM; IC50 in µM for titrated hits; 340,000 tested, 0.3% active; in the data active = a potency from the dose series; inconclusive = inhibition above about 29% without an active follow-up result
# MgcRacGAP inhibition – MgcRacGAP GTPase-activating activity inhibitors, confirmation, biochemical, ADP Hunter fluorescence. MgcRacGAP-stimulated Rac1 GTP hydrolysis, ADP Hunter fluorescence; higher % means a stronger effect; GST-tagged Rac1 F28L mutant substrate. inhibition, % at 30 µM; hits with a dose series show IC50 in µM. 340,000 tested, 0.6% active. AID 624330;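 active = first-screen hits whose inhibition reached a set limit at any dose in the follow-up dose series; inconclusive = inhibition above the set first-screen limit but never retested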;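 also: fluorescence reports GDP produced by GAP-driven GTP hydrolysis; strong numbers were not always called active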
# West Nile virus CPE – West Nile virus antiviral activity, cell-based, CPE readout (AID 1621). West Nile virus-infected cells, CPE inhibition; higher % means a stronger effect. 290,000 tested, 0.02% active. CPE inhibition, % at 10 µM, or IC50 in µM where a hit was titrated; in the data active = a potency from the dose series; inconclusive = CPE inhibition mostly from about 3.7% at the one dose, without a potency; inactive = the rest, 99 in 100 with CPE inhibition below about 2.2%; also: strong numbers were not always called active
# NTR1 agonist cell count 20 µM – also measured in NTR1 agonist; calls as there; cell count; measured here: cell count, cytotoxicity flag
# Dengue-2 NS5 capping pilot replicate – second read-out of Dengue-2 NS5 capping, no call of its own (marks repeat the call); inhibition, %; measured here: pilot screen replicate inhibition
# * hit, by the source's call; ? = inconclusive; nt = no result given; & = joins results of further samples; [ ] = remark or other dose.
SMILES,AID2073,SIAH1 antagonists,NTR1 agonist,NTR1 agonist cell count 20 µM,UTI89 phage lysis,Large T inhibition,RSV CPE inhibition,Dengue-2 NS5 capping,MgcRacGAP inhibition,West Nile virus CPE,others
CC(C)c1cccc(C(C)C)c1NC(=O)c1ccccc1,0.6%,3.5%,-1.6,58,0.2%,2.7%,-0.8%,6.1%,2.4%,1.4%,
O=C(NC1CCS(=O)(=O)C1)c1cccnc1 (stereo unspecified),-2.3%,-2.2%,3.1,51,nt,2.5%,-0.9%,nt,nt,-0.5%,
O=C(c1cccnc1)N(c1cc2sc(=O)oc2c2ccccc12)S(=O)(=O)c1ccccc1,-31.9%,-6.3%,4.0,34,-0.8%,?,2.6%,46.7%,22.2%,0.6%,
O=S(=O)(N1CCOCC1)N1CCN(c2ccc(F)cc2)CC1,1.2%,1.3%,1.7,49,1.8%[50 µM],6.5%,1.1%,-7.4%,0.4%,-0.3%,
CNCCCOc1cccc(Oc2ccccc2)c1,-2.4%,2.3%,0.1,76,-0.1%,-0.7%,-2.1%,2.2%,23.4%,-0.8%,
O=C(COc1ccccc1)Nc1nnc(-c2ccc(Cl)s2)o1,7.6%,0.8%,-0.1,91,2.8%,5.3%,1.1%,0.0%,2.6%,-0.1%,
O=C(Cn1nc(C(=O)O)c2ccccc2c1=O)Nc1ccc(Br)cc1,6.3%,-3.5%,18.8,44,0.3%,-4.1%,-0.1%,-5.0%,7.5%,-0.1%,
CCOCCCN1C(=O)C(=O)N(CC(=O)N2c3ccccc3NC(=O)CC2C)C1=O (stereo unspecified),nt,nt,-1.2,42,0.4%[50 µM],nt,2.7%,2.9%,-1.0%,nt,
O=c1[nH]c2ccc([N+](=O)[O-])cc2nc1/C=C(\O)c1ccccc1,27.1%,-1.5%,0.3,40,-0.1%,22.6%,1.0%,?,1.9%,0.0%,
O=C(O)Cn1c2c(c3ccccc31)CCCC2,-20.7%,2.6%,-0.6,53,0.1%,6.4%,2.5%,11.0%,13.8%,0.2%,
CN(C)S(=O)(=O)Nc1cccc(Br)c1,2.4%&3.9%,5.6%&-7.6%,-0.3,64,0.6%,21.3%,-1.5%,1.5%,8.0%,-0.2%&-0.1%,
O=C(O)c1ccc2c(c1)S(=O)(=O)c1ccccc1C2=O,6.5%,-5.7%,-1.9,107,-0.8%[50 µM],8.8%,0.6%,7.2%,9.7%,1.4%,
Cc1cc(C)n2nc(-c3ccccc3)c(-c3ccccc3)c2n1,18.6%,-4.9%,1.2,63,1.9%,9.0%,3.2%,nt,15.0%,-0.1%,
COc1cc(NC(=O)Nc2c(C)n(C)n(-c3ccccc3)c2=O)cc(OC)c1OC,12.8%,5.9%,0.2,73,0.6%,5.8%,0.6%,8.9%,12.4%,-0.4%,
Oc1ccc(Br)cc1CNc1cccc2cccnc12,23.2%,11.2%,0.0,66,-0.1%,9.8%,4.4%,11.2%,8.5%,-1.0%,Dengue-2 NS5 capping pilot replicate=0.9
COc1cccc(CNC(=O)CCn2c(=O)oc3ccccc32)c1,3.2%,-0.5%,1.6,93,0.5%,-2.9%,0.6%,0.0%,6.0%,-0.1%,Dengue-2 NS5 capping pilot replicate=-0.6
O=C(NC1CCCCC1)N1CCCc2ccccc21,11.9%,-2.4%,-0.5,42,1.6%,10.6%,2.3%,1.7%,12.3%,-0.2%,
O=C(CSc1nc2ccccc2c(=O)n1CC1CCCO1)Nc1ccc(F)cc1 (stereo unspecified),8.6%,0.2%,0.9,56,-0.1%,8.6%,1.3%,-1.7%,6.9%,-0.3%,
Cn1c(SCCN2CCCCC2)nnc1-c1ccccc1Br,6.4%,5.5%,-0.6,85,-0.1%,4.2%,1.2%,-5.7%,19.9%,-0.5%,
COc1ccc(CNc2ccc([N+](=O)[O-])cn2)cc1,-12.9%,2.4%,-0.8,45,-0.3%,11.1%,1.3%,-1.3%,-11.1%,-1.1%,
CCOC(=O)CN1C(=N)N(c2nc(NC(C)C)nc(OC)n2)CC1=O,-1.3%,-7.0%,0.5,51,-2.0%,8.0%,2.0%,10.9%,-17.8%,0.0%,
O=C(Nc1ncc(C(F)(F)F)cc1Cl)C1COc2ccccc2O1 (stereo unspecified),-8.5%,0.9%,-0.4,60,-0.1%,17.2%,1.6%,0.0%,12.5%,0.2%,
CCN(CC)S(=O)(=O)c1ccc(N2CCOCC2)c(NC(=O)COc2ccc(C#N)cc2)c1,-6.1%,-2.5%,0.8,56,0.4%,nt,0.1%,-6.4%,7.7%,0.8%,
CC(C)Oc1cccc(C(=O)C2CCCN(C(=O)c3ccoc3)C2)c1 (stereo unspecified),-13.2%,-1.5%,-0.2,59,0.0%,22.8%,5.6%,-4.5%,1.3%,-1.4%,
COc1ccc(CCn2c(=N)c(C(=O)NCC3CCCO3)cc3c(=O)n4ccccc4nc32)cc1 (stereo unspecified),6.9%,-0.5%,3.0,70,-0.2%,7.1%,0.6%,-5.0%,5.5%,-0.1%,
Cc1cc(Sc2nc(N(C)C)nc(N(C)C)n2)nc(Cl)n1,-0.1%,-0.9%,0.2,58,2.3%[50 µM],4.1%,-0.2%,-11.9%,12.7%,-0.1%,
COc1ccc(N(CC(=O)Nc2cc(OC)ccc2OC)S(=O)(=O)c2c(C)nn(C)c2C)cc1,-7.9%,1.3%,3.1,41,-0.2%,1.3%,0.0%,-4.2%,2.5%,nt,
COc1cc(/C=C2\SC(N3CCC(C)CC3)=NC2=O)ccc1O,-0.7%,2.4%,0.6,73,0.0%,32.0%,0.9%,-38.8%,16.3µM*,0.0%,
CCCCN(CCCC)Cc1ccc(N)cc1,3.3%,-1.3%,-0.1,61,7.8%,5.7%,0.0%,-6.5%,-2.6%,-0.3%,
O=C(Cn1cc(C(F)(F)F)ccc1=O)NCCc1ccc(Cl)cc1Cl,-0.1%,2.1%,-0.3,57,1.4%,-11.7%,-0.5%,-0.7%,2.0%,-1.2%,
NC(N)=Nc1nc(-c2ccccc2)c2cc(F)ccc2n1,22.5%,-1.9%,27.1,48,1.1%,11.5%,0.4%,-4.5%,9.8%,-1.0%,
O=C(CSc1nccn1Cc1ccco1)Nc1ccccc1,7.1%,-2.9%,0.9,69,-0.1%[50 µM],8.2%,0.5%,-6.5%,3.6%,-0.5%,
Cc1ccc(S(=O)(=O)N2CCN(Cc3ccccc3C(F)(F)F)CC2)cc1,10.7%,5.6%,2.1,44,-0.4%,6.8%,2.1%,-6.1%,13.0%,-0.4%,
Cc1ccc(NC(=O)c2ccccc2-c2cc(C)no2)cc1,0.2%,-4.3%,-1.9,70,0.1%,13.7%,2.0%,-1.8%,3.9%,1.2%,
COc1ccc(OCC#CCN2CC(C)OC(C)C2)cc1 (stereo unspecified),10.3%,1.2%,-1.1,83,-0.1%,2.2%,1.7%,0.9%,1.5%,-0.3%,
CCN(C(=O)CSc1nc2ccccc2c(=O)n1-c1cccc(C)c1)C1CCS(=O)(=O)C1 (stereo unspecified),6.8%,2.4%,-0.5,52,0.2%,?,0.5%,-5.2%,-2.0%,-0.9%,
CCn1c(SCC(=O)c2ccc(F)cc2)nnc1-c1ccoc1C,-15.2%,6.2%,-1.7,72,3.4%,-1.6%,3.2%,-8.8%,11.7%,-0.3%,
Cc1cc(C(=O)NNS(=O)(=O)c2ccc(F)cc2)nn1C(C)(C)C,-5.1%,-3.2%,1.0,57,-1.1%,4.2%,1.0%,3.8%,9.7%,0.2%,
Cc1cc(C)nc(NC(=O)Cc2ccc(Cl)cc2)c1,7.0%,0.9%,-0.4,80,0.3%,25.8%,1.1%,1.8%,12.0%,-0.9%,
CC(=O)Nc1cccc(NC(=O)C(C)N2c3cccc4cccc(c34)S2(=O)=O)c1 (stereo unspecified),4.0%,10.7%,0.7,53,0.0%,4.9%,8.9%,-5.0%,9.2%,-1.0%,
C=CC[N+]1(CC#Cc2ccccc2)CCCC1,16.1%,15.9%,0.9,53,1.6%,2.2%,0.9%,0.8%,-4.5%,-0.1%,
COc1ccc(N2CCN(C(=O)C3CCCO3)CC2)cc1 (stereo unspecified),2.0%,1.1%,0.3,69,1.0%,7.7%,-1.6%,0.0%,12.4%,-0.2%,
O=C(NC1CCCC1)C(c1ccsc1)N(Cc1ccco1)C(=O)Cc1cccs1 (stereo unspecified),12.8%,0.2%,4.3,60,4.0%,2.0%,0.3%,-4.8%,9.7%,0.1%,
O=C(CSc1nnc(-c2cccnc2)s1)Nc1ccccc1,8.0%,17.6%,-1.8,56,0.2%,5.1%,1.3%,-0.8%,5.5%,-0.6%,
CCOc1cccc2sc(NN)nc12,15.7%,-3.9%,nt,nt,-0.2%,16.1%,nt,-2.9%,10.7%,-0.6%,
CC(C)N1CCC(N2CCN(Cc3cccc4nonc34)CC2CCO)CC1 (stereo unspecified),11.4%,11.0%,1.2,54,-0.2%,10.6%,1.0%,0.0%,6.4%,-1.2%,
O=C(NNC(=O)c1csc(-c2cccnc2)n1)Nc1ccc(Cl)cc1,2.1%,3.5%,-0.1,36,0.5%,0.2%,nt,-22.7%,9.4%,0.1%,
COc1ccccc1C(=O)NNC(=O)CCN1C(=O)/C(=C\c2ccccc2)SC1=S,3.0%,-2.0%,4.6,50,0.3%,9.6%,2.3%,-14.2%,5.8%,-0.4%,
CCOC(=O)N1CCN(C(=O)COCc2cc(-c3ccc4c(c3)OCO4)on2)CC1,4.0%,-0.5%,-0.2,72,0.3%,4.5%,1.3%,-12.7%,8.0%,0.3%,
COc1c(/C=N/Nc2ccc(C(=O)O)cc2)c(CCN(C)C(C)=O)cc2c1OCO2,-4.6%,15.4%,-1.8,50,0.2%,14.3%,-1.4%,1.6%,14.0%,0.7%,
CCCCN(C(=O)c1cccc(-c2ccc(OC(C)=O)cc2)c1)c1c(N)n(CCC)c(=O)[nH]c1=O,nt,nt,4.6,65,0.2%[50 µM],nt,nt,-1.8%,8.2%,nt,
CCN1/C(=C/C=C/c2oc3ccc(-c4ccccc4)cc3[n+]2CC)Oc2ccc(-c3ccccc3)cc21,34.5%,110.7%,-3.8,26,0.1%,29.1%,-4.5%,?,19.7%,-1.8%,

# 2 compounds picked at random from the list so far:
SMILES,AID2073,SIAH1 antagonists,NTR1 agonist,NTR1 agonist cell count 20 µM,UTI89 phage lysis,Large T inhibition,RSV CPE inhibition,Dengue-2 NS5 capping,MgcRacGAP inhibition,West Nile virus CPE,others
CCOc1cccc2sc(NN)nc12,15.7%,-3.9%,nt,nt,-0.2%,16.1%,nt,-2.9%,10.7%,-0.6%,
CCOC(=O)N1CCN(C(=O)COCc2cc(-c3ccc4c(c3)OCO4)on2)CC1,4.0%,-0.5%,-0.2,72,0.3%,4.5%,1.3%,-12.7%,8.0%,0.3%,

# Screens as filed in PubChem.

# No enrichment for hits, and some 1.6% of all compounds hit somewhere here.
